N-glyco inh: N-linked glycosylation inhibition; hit rate 0.23% among 360,000; reporter increase, % at 12.5 µM; D54 ERlucT glycosylation luciferase reporter, 24 h; percent of 100 nM tunicamycin response;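 active means mean luciferase reporter signal, scaled so untreated is 0 and the glycosylation-blocking control 100, at or above a set limit in every replicate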;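 further: luciferase carries N-glycosylation sites so blocking glycosylation raises the light; 0% = median of neutral control wells and 100% = median of 100 nM tunicamycin wells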
MC4R antag cAMP: blocks human MC4R cAMP signaling; inhibition, % at 6.5 µM; hit rate 0.48% among 360,000; MC4R-expressing cells, MTII-stimulated cAMP, LANCE TR-FRET;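 active means inhibition above its plate's cutoff, the mean of tested wells on that plate plus 3 SD, cut at about 29% in these data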;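 further: 0% = Melanotan II alone and 100% = Melanotan II plus saturating MCL0020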
Target sequence (P32245 whole entry, looked up): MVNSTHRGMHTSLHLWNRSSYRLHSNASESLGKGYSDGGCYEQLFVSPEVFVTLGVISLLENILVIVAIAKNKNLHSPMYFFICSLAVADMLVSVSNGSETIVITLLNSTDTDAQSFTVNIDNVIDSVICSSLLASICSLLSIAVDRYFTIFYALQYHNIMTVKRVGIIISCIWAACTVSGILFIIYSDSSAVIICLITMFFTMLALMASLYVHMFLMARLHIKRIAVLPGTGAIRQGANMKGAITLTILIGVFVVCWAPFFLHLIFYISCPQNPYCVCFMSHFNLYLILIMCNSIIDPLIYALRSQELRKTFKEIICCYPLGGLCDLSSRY
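System: U2OS-MC4R stable cell line; Technique: Eu-cAMP/anti-cAMP TR-FRET, emission 671 nm; Repeats: single well per compound; Also added: Melanotan II; Dosing: one concentration, 6.5 µM nominal; Schedule: 30-min compound, 1-h challenge, 1-h detection, room temperature.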
ABCB6 inh MLPCN: blocks the human ABCB6 transporter; hit rate 0.19% among 360,000; K562-ABCB6 porphyrin accumulation, flow cytometry, 1 h; active compounds read low; Q9NP58; fluorescence ratio to DMSO, % at 10 µM;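 active means fluorescence ratio to DMSO below 75%, the collection mean minus 3 SD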;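 further: signal is porphyrin accumulated inside mitochondria; 100% equals median channel fluorescence of DMSO control wells; lower ratio means ABCB6 inhibition with less porphyrin fluorescence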
Granule exo inh: lytic granule exocytosis inhibition | TALL-104 LAMP-1 surface exposure, flow cytometry; cells stimulated with thapsigargin and PMA | inhibition, % at 10 µM | hit rate 0.66% among 360,000;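 active means inhibition above about 55%, limit read from the data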
TLR9-MyD88 block: TLR9-MyD88 interaction inhibition | inhibition, % at 4.98 µM | Q9NR96+Q99836 | hit rate 0.21% among 340,000 | CHO BLA complementation TLR9-MyD88, CCF4 FRET ratio;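 active means inhibition above the mean over all tested compounds plus 3 SD, cut at about 21% in these data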;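 further: 0% = DMSO only wells and 100% = clavulanate BLA inhibitor control wells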
Vif inh: inhibitors of HIV Vif; inhibition, % at 7.49 µM; HEK293T cells, Vif self-association by quenched fluorescence, imaging, 24 h; AID 602346; hit rate 0.35% among 340,000; in the data active means inhibition above about 50%, passing the limit was not always enough; further: some results filed as inactive read as strong as hits
MC4R ag barr: activates human MC4R beta-arrestin recruitment; U2OS MC4R beta-arrestin complementation, luminescence; percent of melanotan II response, DMSO zero; activation, % at 8.9 µM; hit rate 0.98% among 360,000;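 active means activation above a per-plate cutoff, the mean activation of sample wells on that plate plus 3 SD, cut at about 8% in these data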
NOD2-RIPK2 inh: blocks binding of human NOD2 to RIPK2; O43353; CHO BLA complementation NOD2-RIPK2, CCF4 ratio; inhibition, % at 4.98 µM; hit rate 0.38% among 360,000; in the data active means inhibition above about 21%;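 further: 0% = vehicle only and 100% = reference blocker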
Target sequence (O43353 whole entry, looked up): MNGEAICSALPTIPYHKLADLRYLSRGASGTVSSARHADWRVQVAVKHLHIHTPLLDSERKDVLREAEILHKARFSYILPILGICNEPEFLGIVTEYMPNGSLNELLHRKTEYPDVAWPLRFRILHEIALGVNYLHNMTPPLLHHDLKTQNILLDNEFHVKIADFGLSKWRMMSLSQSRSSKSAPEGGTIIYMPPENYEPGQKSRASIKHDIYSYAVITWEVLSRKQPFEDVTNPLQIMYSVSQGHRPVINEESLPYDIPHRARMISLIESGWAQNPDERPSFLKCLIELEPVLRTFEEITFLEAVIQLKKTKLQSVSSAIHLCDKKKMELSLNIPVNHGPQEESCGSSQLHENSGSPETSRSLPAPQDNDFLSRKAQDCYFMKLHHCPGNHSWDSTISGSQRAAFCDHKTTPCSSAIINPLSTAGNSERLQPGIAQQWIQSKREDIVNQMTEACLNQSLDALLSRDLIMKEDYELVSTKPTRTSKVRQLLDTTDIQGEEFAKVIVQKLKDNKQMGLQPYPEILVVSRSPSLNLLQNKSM
ABHD5-PLIN5 inh: ABHD5-PLIN5 protein interaction inhibition; Split G. princeps luciferase complementation, luminescence, 4 h; inhibition, % at 4 µM; hit rate 0.78% among 360,000;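 active means inhibition above the mean inhibition across every tested compound plus 3 SD, cut at about 22% in these data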;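 further: 0% = DMSO only wells and the 100% control is not disclosed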
aDG glyco up: increases alpha dystroglycan glycosylation; activation, % at 10 µM; Pro5-aDG cells, alpha-DG glycosylation AlphaScreen (IIH6); 0% Pro5, 100% B10-LARGE cell signal; hit rate 0.22% among 360,000;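 active means activation of at least 8% versus controls, or a plate z-score of at least 8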;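 further: Pro5 are CHO cells carrying HIG-tagged alpha-DG that lacks glycosylation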
An asterisk follows results filed as active; nt = not tested or not shown; & = joins results of further samples.

SMILES	N-glyco inh	MC4R antag cAMP	ABCB6 inh MLPCN	Granule exo inh	TLR9-MyD88 block	Vif inh	MC4R ag barr	NOD2-RIPK2 inh	ABHD5-PLIN5 inh	aDG glyco up
COCCn1c(=O)[nH]c(=O)c2cc(C(=O)c3cc(Cl)ccc3O)cnc21	1	2	102	-4	-4	-8	1.1	2	0	-0.2
COc1cccc(/C=N/NC(=O)c2cc(C34CC5CC(CC(C5)C3)C4)[nH]n2)c1	1	14	100	-2	2	2	1.5	-11	-9	-0.2
Cc1ccc(S(=O)(=O)Nc2nonc2C)cc1	1	7	96	0	-9	-1	-2.3	-6	1	-0.2
CCc1cccc(CC)c1NC(=O)Cn1c(-c2ccc(F)cc2)noc1=O	0	6	96	-1	6	-9	-2.0	-1	5	-0.1
CCCCn1c(N)c(N(CC)C(=O)c2cc(S(=O)(=O)N3CCN(CC)CC3)ccc2Cl)c(=O)[nH]c1=O	0	9	95	4	3	1	-1.4	3	-5	-0.2
O=C(NCCCNC(=O)c1ccc(Cl)cc1Cl)c1ccco1	1	11	97	-2	-12	-4	-0.5	5	0	0.0
CCC(C)(C)NC(=O)C(C)OC(=O)c1nsc(Cl)c1Cl (stereo not given)	0	3	75	3	0	5	0.3	0	5	-0.1
CC(C)(C)C(=O)c1cn(CC(=O)O)c2ccccc12	0	2	102	-3	-1	-4	-0.7	-1	-8	-0.1
COc1cccc2c(=O)c3ccoc3n(C)c12	0	9	101	-4	-6	8	-1.2	-13	7	0.0
COCCn1c(SCC(=O)Nc2ccc3c(c2)OCCO3)nnc1-c1c[nH]c2ccccc12	1	3	103	0	-7	14	-0.2	-1	2	0.0
COC(=O)CCCC1=CC2=CC(=O)C(C)(OC(=O)c3cccs3)C(=O)C2=CN1Cc1ccc2c(c1)OCO2 (stereo not given)	1	-2	99	-1	-2	0	-1.0	-9	-15	-0.1
COc1ccc(/C=N/NC(=O)c2ccn[nH]2)cc1CN1CCOCC1	0	14	100	-3	-7	-2	0.8	-3	2	0.0
CCOC(=O)N1CCC(NC(=O)CCC(=O)N2CCOc3ccccc32)CC1	-2	9	106	-2	4	4	-1.2	-4	-1	0.1
Cc1ccc(C(=O)NNC(=O)C2CCCN(c3ncccn3)C2)cc1 (stereo not given)	-1	11	100	3	-9	-1	-0.2	-5	0	0.1
COc1cccc(CC(NC(C)=O)C(=O)NC2CCN(S(=O)(=O)c3ccc(NC(C)=O)cc3)CC2)c1OC (stereo not given)	3	3	94	-4	1	4	0.1	4	-2	0.0
C=C1CCN([C@@H](CC(C)C)C(=O)NCc2ccccc2)S(=O)(=O)c2ccccc21	0	5	97	2	-1	-6	-0.3	6	-9	0.1
CC(C)c1ccc(C2/C(=C(/O)c3ccccc3)C(=O)C(=O)N2CCCN2CCOCC2)cc1 (stereo not given)	3	12	95	-3	6	4	-0.4	1	8	-0.1
COc1ccc(NC(=O)c2cn(C)c(=O)c3cc(OC)c(OC)cc23)c(OC)c1	1	-1	95	-5	2	5	-0.1	-3	4	0.0
Cc1ccc(NC(=O)CN2C(=O)NC3(CCCC3)C2=O)cc1S(=O)(=O)N1CCCCC1	1	4	94	-1	-3	-3	-1.5	-8	-4	-0.2
C=CCOC(=O)C(C#N)c1nc2ccccc2nc1N1CCC(C(=O)OCC)CC1 (stereo not given)	4	13	102	-1	-1	2	0.2	3	8	0.3
Cc1ccc(NC(=S)N2CCCCC2)cc1C	-1	15	97	7	-5	-3	-3.6	8	-2	-0.2
COc1ccc(-c2cn(-c3ccccc3)c3[n+]2CCS3)cc1	-3&1	15&3	91&103	2&0	6&-1	2	-1.7&-1.6	-12&-9	2&-1	0.0&-0.2
CC(=O)Nc1ncc(Cc2cccc(Cl)c2)s1	-2	13	104	1	2	-8	0.2	-5	1	1.4
COCCSc1nnc(-c2cnccn2)o1	-1	-4	94	-1	-1	9	-2.1	0	2	-0.1

Whole records from above. Values in the order: N-glyco inh, MC4R antag cAMP, ABCB6 inh MLPCN, Granule exo inh, TLR9-MyD88 block, Vif inh, MC4R ag barr, NOD2-RIPK2 inh, ABHD5-PLIN5 inh, aDG glyco up
`COc1cccc(CC(NC(C)=O)C(=O)NC2CCN(S(=O)(=O)c3ccc(NC(C)=O)cc3)CC2)c1OC` (stereo not given) is entered as 3, 3, 94, -4, 1, 4, 0.1, 4, -2, 0.0
`COCCSc1nnc(-c2cnccn2)o1` is entered as -1, -4, 94, -1, -1, 9, -2.1, 0, 2, -0.1
`C=C1CCN([C@@H](CC(C)C)C(=O)NCc2ccccc2)S(=O)(=O)c2ccccc21` is entered as 0, 5, 97, 2, -1, -6, -0.3, 6, -9, 0.1

Next section:
SMILES	N-glyco inh	MC4R antag cAMP	ABCB6 inh MLPCN	Granule exo inh	TLR9-MyD88 block	Vif inh	MC4R ag barr	NOD2-RIPK2 inh	ABHD5-PLIN5 inh	aDG glyco up
O=C(OCCN1CCN(C2=NS(=O)(=O)c3ccccc32)CC1)c1ccccc1F	1	18	97	-3	-6	3	-1.2	-5	2	0.1
O=C(CCCCC(=O)NN=Cc1ccc(Cl)cc1)NN=Cc1ccc(Cl)cc1	1	7	107	16	2	9	-0.6	8	-2	-0.1
COC(=O)c1nnn(-c2nonc2N)c1CSc1nc2ccccc2s1	-4	-2	88	-4	5	-10	0.2	10	-2	0.1
O=C(COc1ccc(-n2cnnn2)cc1)Nc1ccc(Br)cc1F	0	2	93	4	-2	7	2.7	-4	6	-0.1
CC(=O)c1ccc(S(=O)(=O)N2CCc3ccccc3C2)cc1	-4	0	101	0	-3	20	-0.3	-8	-3	-0.1
N#CC1=C(S)N(c2ccccc2)C(c2ccc(-c3cccc(Cl)c3)o2)NC1=O (stereo not given)	2	17	107	0	-8	-10	-3.0	-8	-20	-0.3
CN(C(=O)CSc1ncnc2sc3c(c12)CCCC3)C1CCS(=O)(=O)C1 (stereo not given)	0	-7	92	-6	-20	3	-0.3	-12	8	-0.2
COc1ccc(NC(=O)N[C@@H](CCSC)C(=O)O)cc1OC	2	2	98	8	2	6	0.6	4	-2	0.0
Cc1cc(C)cc(OCC(=O)Nc2ccc(N3CCN(C(=O)c4ccco4)CC3)cc2)c1	-7	0	99	-3	-13	13	1.6	-2	-2	0.3
COc1cc2cc(C#N)c(SCC(=O)Nc3cc(C)on3)nc2cc1OC	-2	-10	98	-7	0	3	-1.3	0	6	0.0
CN(C)c1ccc(C(=O)NCC(c2cccs2)N2CCOCC2)cc1[N+](=O)[O-] (stereo not given)	0	20	94	-6	-14	nt	-1.8	-1	-2	0.0
CN(C)CC(O)COC(c1ccccc1)c1ccccc1 (stereo not given)	1	1	107	-1	8	-4	-1.7	3	3	-0.1
Cc1ccc(C(C(=O)NC(C)(C)C)N(Cc2cccnc2)C(=O)C(=O)NC2CCCCC2)o1 (stereo not given)	1	2	93	1	7	3	-0.1	-2	7	-0.2
Cc1nc2nc(SCc3nc4ccccc4[nH]3)[nH]c2cc1Br	1	-2	95	5	nt	2	-2.4	-7	-3	-0.1
O=C(CSC1=NCCS1)NC1CCCC1	0	16	85	1	5	-15	-0.4	1	-5	0.3
CC1=C(C)C(O)N(Cc2ccccc2)C1=O (stereo not given)	-1	0	109	1	-2	-1	-1.8	-3	-2	-0.1
COC(=O)c1ccccc1S(=O)(=O)N1CCC(C(=O)NC2CCCCC2)CC1	0	-2	89	-1	1	8	-0.2	1	8	0.3
O=C(N/N=C/c1ccc([N+](=O)[O-])s1)c1ccncc1	7	-32	97	42	5	3	-0.4	-16	2	12*
O=C(Nc1ccc(O)cc1)c1c(O)c2c([nH]c1=O)CCCC2	-9	-2	98	1	-3	-3	6.4	1	-2	-0.3
Cc1nnc(SCc2nc3ccccc3s2)n1-c1ccccc1	-6	15	115	-2	4	-6	1.9	-10	0	0.0
O=C(NC1CCCC1)C(c1ccccc1)N(C(=O)c1ccno1)c1cccnc1 (stereo not given)	2	5	100	-1	2	-3	-0.7	12	4	0.1
CCC(=O)N(CCc1ccccc1)Cc1cc2ccc(OC)cc2[nH]c1=O	-1	-8	102	-4	-7	-7	2.4	9	-8	0.2
c1ccc(CSc2nc3ncccn3n2)cc1	-2	12	96	-5	-2	-5	-0.7	-5	0	0.2
CN(C)c1ccc(NC(=O)CCN2CCN(c3ccccn3)CC2)cc1	-1	-7	99	-1	6	-12	-0.4	0	0	0.0
O=C(COC(=O)CCc1nc2ccccc2s1)NC(=O)NCc1ccco1	2	0	97	-2	4	12	-1.1	4	3	0.5
Cc1ccc(NS(=O)(=O)c2ccc(CCC(=O)NCc3ccccn3)cc2)cc1	0	0	92	-4	-4	-38	-0.5	0	-1	-0.1
COc1ccccc1CCc1nnc(CCC(=O)NCC(C)Oc2cccnc2)o1 (stereo not given)	0	4	90	-5	12	-2	-0.9	-11	0	-0.3
CNC(=O)c1ccc(Nc2nnc(C)c3ccccc23)cc1	0	-1	94	8	-1	22	3.6	0	6	0.0
O=S(CCc1ccncc1)Cc1ccccc1 (stereo not given)	6	19	98	2	3	7	1.0	-10	0	0.0
CC(=O)C1=NN(c2ccccc2)C2(S1)S/C(=C\c1ccccc1)C(=O)N2c1ccccc1 (stereo not given)	-4	9	98	-1	-2	-10	-1.4	-4	3	-0.3
CC(C)CC(=O)N[C@H](C(=O)N[C@H](C(=O)N[C@@H](CC(C)C)[C@@H](O)CC(=O)N[C@@H](C)C(=O)N[C@@H](CC(C)C)[C@@H](O)CC(=O)O)C(C)C)C(C)C	0&0	-3&10	104&92	3&2	-10	0&0	-1.1&-0.7	-9&-2	1&3	0.1&1.5
O=c1onc(-c2c(F)cccc2F)n1-c1ccccc1Cl	-3	13	96	6	11	6	-0.5	-5	-3	0.0
CCOC(=O)N1CCN(C(=O)c2c(O)c3cccc4c3n(c2=O)CC4)CC1	1	-2	101	-1	3	nt	-1.1	0	-4	0.0
COc1cccc(-c2nc(CS(=O)CC(=O)NCc3ccc4c(c3)OCO4)c(C)o2)c1 (stereo not given)	1	2	101	0	0	nt	0.1	-2	-2	-0.4
COc1ccc(CNC(=O)OCc2nccnc2C(=O)Nc2ccc(Br)cn2)cc1	-3	7	91	1	1	-3	0.9	-7	-2	0.0
C[C@@H]1CN([C@H](C)CO)C(=O)c2cc(NC(=O)Nc3ccc(F)cc3)ccc2O[C@@H](C)CCCCO[C@H]1CN(C)Cc1ccc(C(=O)O)cc1	2	1	93	0	-12	10	-1.2	-9	10	0.1
Cc1cccc(/C=C2\Sc3ccc(C(=O)N4CCC(C)CC4)cc3N(C)C2=O)c1	-6	19	13*	1	-19	-4	1.9	2	-7	0.4
COc1cccc(NC(=O)[C@@H]2CCCN2S(=O)(=O)c2cccc3cccnc23)c1	0	-11	99	-3	2	3	-0.6	-5	5	-0.1
COc1cc2ccccc2cc1C(=O)Nc1ccccc1N1CCCC1	-2	12	98	4	0	-3	-4.4	0	-1	0.3
COCC1CCN(Cc2cn(C)nc2-c2cccc(Cl)c2)C1 (stereo not given)	0	-2	103	0	1	8	-0.8	-8	4	-0.2
CC1(C(=O)NS(=O)(=O)c2ccc(Br)cc2)CCN1C(=O)CC1CCCCC1 (stereo not given)	2	0	105	-1	nt	nt	1.6	1	2	-0.1
Cc1ccc(Nc2c3c(nc4ncnn24)CCC3)cc1	1	0	96	1	11	4	-1.2	4	-5	0.6

An excerpt; rates above refer to the full screens.
